# GPR55 LPI antagonism – inhibition of LPI-stimulated GPR55 beta-arrestin translocation – imaging, U2OS, beta-arrestin-GFP, LPI agonist, primary screen (AID 2013); inhibition, % at 10 µM, or IC50 in µM where a hit was titrated; 290,000 tested, 0.13% active; U2OS GPR55 beta-arrestin-GFP translocation imaging, LPI antagonism; higher % means a stronger effect;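 active = spots per cell inhibited over 60%, with over 100 cells counted and total cytoplasm intensity under 500,000; inconclusive = wells with under 100 cells, flagged as likely toxic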;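 also: U2OS cells stably carrying GPR55 and arrestin-GFP stimulated by 5 µM LPI near EC80; imaged beta-arrestin-GFP aggregate spots per cell after agonist stimulation; plate controls were LPI-stimulated DMSO wells for no effect and DMSO wells without LPI for full effect; some results filed as inactive read as strong as hits; confirmed hits need IC50 under 10 µM and bright autofluorescent wells are also inconclusive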
# GPR35 arrestin U2OS – GPR35 antagonists blocking zaprinast-driven arrestin recruitment, primary screen, imaging, U2OS, beta-arrestin-GFP, zaprinast agonist (AID 2058). U2OS GPR35 beta-arrestin-GFP translocation imaging, zaprinast antagonism; higher % means a stronger effect. one-dose inhibition, % at 10 µM; IC50 in µM for titrated hits. 290,000 tested, 0.052% active;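 active = inhibition of at least 50% with at least 30 cells and total cytoplasm GFP at most 10,000,000; inconclusive = under 30 cells or total GFP of 10,000,000 plus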
# HIV fusion peptide – inhibitors of HIV fusion peptide binding, primary screen, biochemical, uHTS, fluorescence dequenching (AID 1986) | inhibition, % at 20 µM, or IC50 in µM where a hit was titrated | 290,000 tested, 0.3% active | cell-free peptide binding, fluorescence dequenching, 30 min; higher % means a stronger effect; in the data active = inhibition mostly above about 52%, no sharp cut-off; inactive = mostly below about 76%; also: some results filed as inactive read as strong as hits
# GPR55 activation – selective activators of receptor GPR55 – imaging, U2OS cells, beta-arrestin-GFP redistribution, primary screen (AID 1961); U2OS GPR55 beta-arrestin-GFP redistribution imaging; higher % means a stronger effect; activation, % at 10 µM; hits with a dose series show EC50 in µM; 290,000 tested, 0.048% active;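 active = activation above 40% with more than 50 cells counted in the well; inconclusive = wells holding fewer than 50 cells, flagged as toxic or sparse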;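 also: U2OS osteosarcoma cells stably expressing GPR55 and beta-arrestin-GFP; plate controls were DMSO negative control for no effect and LPI positive control for full effect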
# AID2073 – disruptors of CaV2.2 binding to Mint1 – biochemical, HTRF (AID 2073); one-dose inhibition, % at 20 µM; IC50 in µM for titrated hits; HTRF protein-protein interaction, Mint1-CaV2.2; higher % means a stronger effect; 290,000 tested, 0.19% active; in the data active = inhibition mostly above about 51%, no sharp cut-off; inconclusive = no clear call, values can overlap the other calls; inactive = mostly below about 53%; also: some results filed as inactive read as strong as hits
# NTR1 ag – agonists of NTR1, primary screen, imaging, U2OS cells, beta-arrestin-GFP, high content (AID 493036); NTR1-U2OS beta-arrestin-GFP spot imaging, agonist mode; activation, % at 20 µM; P30989; 330,000 tested, 0.17% active;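 active = activation at or above 40% of the spot to cytoplasm intensity ratio, with at least 20 cells analyzed; inconclusive = wells under 20 cells, flagged as cytotoxic or low count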;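 also: 0% = DMSO without peptide and 100% = 100 nM NTR1 peptide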
# Target sequence (P30989 whole entry, looked up): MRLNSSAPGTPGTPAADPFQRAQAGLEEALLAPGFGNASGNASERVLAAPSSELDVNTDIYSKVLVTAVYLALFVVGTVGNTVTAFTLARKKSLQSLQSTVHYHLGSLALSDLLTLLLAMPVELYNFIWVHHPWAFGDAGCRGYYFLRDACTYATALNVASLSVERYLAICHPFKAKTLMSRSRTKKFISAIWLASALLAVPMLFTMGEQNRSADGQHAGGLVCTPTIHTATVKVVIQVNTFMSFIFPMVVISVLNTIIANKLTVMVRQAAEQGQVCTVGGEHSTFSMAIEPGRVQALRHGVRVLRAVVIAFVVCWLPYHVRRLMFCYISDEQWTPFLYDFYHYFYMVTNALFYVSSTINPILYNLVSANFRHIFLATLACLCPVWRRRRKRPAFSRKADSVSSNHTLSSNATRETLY
# UTI89 phage lysis – protection from phage-mediated lysis, alamar blue read-out – E. coli UTI89, K1F phage, bacterial capsule biogenesis inhibitors (AID 488966); inhibition, % at 100 µM; hits with a dose series show IC50 in µM; E. coli UTI89 K1F phage lysis, alamar blue, 2 h; higher % means a stronger effect; 340,000 tested, 0.02% active;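 active = phage lysis inhibition, versus mean bacterial control, above a set limit; inconclusive = no clear call, values can overlap the other calls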;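 also: capsule biogenesis inhibitors block K1F phage lysis so surviving cells raise fluorescence; higher fluorescence means more inhibition of phage lysis; actives were called in the ten point dose series up to 300 µM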
# SIAH1 antagonists – blockers of Siah-1 interaction with plectin peptide – biochemical, fluorescence polarization, rhodamine-plectin, uHTS, primary screen (AID 1817); Siah-1 / rhodamine-plectin peptide fluorescence polarization; higher % means a stronger effect; displacement, % at 20 µM, or IC50 in µM where a hit was titrated; 290,000 tested, 0.02% active;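 active = displacement of at least 50% at 20 µM, with a fluorescence ratio check between 0.3 and a set limit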;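 also: plate controls were Siah plus tracer with DMSO for no effect and tracer alone without Siah for full effect; strong numbers were not always called active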
# NS5 inhibitors – flavivirus cap methylation enzyme inhibition – biochemical, confirmation dose response, primary screen (AID 588689) | Dengue-2 NS5 methyltransferase capping enzyme assay, biochemical; higher % means a stronger effect | inhibition, % at 25 µM; hits with a dose series show IC50 in µM | 340,000 tested, 0.3% active; in the data active = a potency from the dose series; inconclusive = inhibition above about 29% without an active follow-up result
# NTR1 ag cell count 20 µM – recorded beside NTR1 ag, whose call it bears; cell count; measured here: cell count, cytotoxicity flag
# * marks the source's active call; other numbers are inactive results; ? = inconclusive; . = no result given; [ ] = another dose, or the depositor's remark.
Structure	GPR35 arrestin U2OS	GPR55 activation	NTR1 ag cell count 20 µM	NS5 inhibitors	UTI89 phage lysis	HIV fusion peptide	NTR1 ag	SIAH1 antagonists	GPR55 LPI antagonism	AID2073
COc1ccc(OC)c(NC(=O)Nc2ccc3c(c2)OCO3)c1	-1%	0.0%	70	-1%	0.0%	-2.4%	1.0	2%	3%	10%
COc1cccc(CNC(=O)CSCc2cnn(-c3ccccc3)c2-n2cccc2)c1	0%	-0.1%	77	4%	0.0%	-1.4%	2.0	1%	12%	-3%
COc1ccc(OCCC(=O)OCC(=O)Nc2ccc(S(=O)(=O)N3CCOCC3)cc2)cc1	0%	-0.5%	32	-7%	-0.7%	-1.2%	1.5	3%	-10%	-5%
O=C(CN(Cc1ccccc1)S(=O)(=O)c1ccc2c(c1)OCCO2)N/N=C/c1ccc(F)cc1	-3%	0.0%	45	-4%	2.4%	4.7%	7.5	-2%	.	11%
O=C1c2cccnc2C(O)N1Cc1ccccc1 (stereo unspecified)	-7%	-0.2%	64	5%	-0.4%	0.0%	0.8	5%	10%	10%
COc1cc2[nH]c(=O)n(CCC(=O)N3CCN(c4cccc(C)c4C)CC3)c(=O)c2cc1OC	-5%	-0.2%	80	-3%	0.5%	-1.3%	3.4	5%	16%	1%
CCOc1ccccc1NC(=O)Cn1[nH]c(=O)c2ccccc2c1=O	12%	-0.4%	61	-2%	0.2%	2.1%	2.0	28%	-2%	16%
COC(=O)c1cnn(-c2ccccc2)c1C(OC)OC	-16%	-0.2%	42	4%	-1.2%	-1.5%	1.2	-2%	-6%	35%
COc1ccc(Nc2cc(C(=O)NCc3ccco3)c3ccccc3n2)c(OC)c1	0%	-0.4%	41	-8%	0.7%[50 µM]	-1.1%	8.7	-3%	14%	6%
CSCCC1NC2(C(=O)Nc3c(Cl)cccc32)[C@@H]2C(=O)N(C3CCCC3)C(=O)[C@H]12 (stereo partly specified)	-7%	-0.1%	64	-9%	0.7%	1.6%	-0.8	11%	-5%	0%
CC(=O)c1cccc(-n2nnnc2SCC(=O)Nc2ccccc2N2CCCCC2)c1	9%	-0.1%	24	-8%	-0.1%	-2.9%	9.0	5%	4%	-3%
Cn1c(-c2sccc2OCc2ccc(Cl)cc2Cl)n[nH]c1=S	10%	-0.3%	66	3%	-3.3%	0.0%	3.8	5%	11%	16%
Fc1cc(F)c2nc(N3CCCCC3)sc2c1	22%	0.3%	96	-5%	-0.2%	-0.8%	-0.8	2%	13%	0%
CCOc1ccccc1NC(=O)c1c(NC(=O)CCC(=O)O)sc2c1CCCCC2	-8%	0.5%	87	7%	-0.5%	21%	10	6%	-4%	68%
COc1ccc(C2SC[C@@H](C(=O)O)N2C(C)=O)cc1 (stereo partly specified)	3%	-0.1%	45	-1%	2.6%	0.9%	-0.3	4%	3%	6%
Cc1nc(SCCOc2ccccc2F)[nH]c(=O)c1Cc1ccccc1	3%	0.0%	34	-1%	-0.1%	0.5%	8.4	-4%	9%	3%
CCOC(=O)C(C(=O)OCC)c1cc(Br)c2noc3c2c1C(=O)c1ccccc1-3	37%	-0.3%	42	?	-0.3%	-4.5%	-3.1	102%*	-10%	-19%
CCOC(=O)CS(=O)(=O)c1ccc(C(F)(F)F)cn1	2%	-0.1%	48	1%	0.1%	-0.5%	-1.9	5%	16%	10%
COc1ccc(C(=O)c2oc3ccccc3c2NC(C)=O)cc1	-10%	-0.2%	90	-2%	0.2%	2.2%	-1.2	0%	4%	8%
CCC(C)c1ccccc1NC(=O)c1cccnc1 (stereo unspecified)	-2%	-0.1%	42	2%	4.3%	0.2%	-0.1	1%	3%	7%
COc1ccc(NC(=O)c2ccc(COc3ccccc3)o2)c(OC)c1	12%	1.0%	62	-6%	0.1%	0.4%	1.3	-4%	-19%	10%
Cc1ccccc1CN(C)CC(=O)Nc1ccccc1Oc1ccccc1	10%	0.0%	85	-5%	-1.8%[50 µM]	2.6%	8.6	-2%	52%	9%
O=C(CCN1CCc2ccccc2CC1)c1ccc2c(c1)OCCO2	30%	0.3%	85	-55%	-1.1%	1.1%	-0.4	1%	9%	?
O=C(O)CSc1nnc(C2COc3ccccc3O2)n1-c1ccccc1 (stereo unspecified)	11%	0.2%	76	-3%	-5.6%	-1.6%	0.9	4%	5%	-7%
Cc1ccc(NCC(=O)c2ccccc2)cc1Cl	0%	0.0%	91	-2%	-0.1%	-0.2%	0.7	3%	7%	-5%

# Some entries already given, limited to NTR1 ag, GPR55 LPI antagonism and HIV fusion peptide:
Compound | NTR1 ag | GPR55 LPI antagonism | HIV fusion peptide
COC(=O)c1cnn(-c2ccccc2)c1C(OC)OC | 1.2 | -6% | -1.5%
CCOC(=O)CS(=O)(=O)c1ccc(C(F)(F)F)cn1 | -1.9 | 16% | -0.5%

# Carrying on:
Structure	GPR35 arrestin U2OS	GPR55 activation	NTR1 ag cell count 20 µM	NS5 inhibitors	UTI89 phage lysis	HIV fusion peptide	NTR1 ag	SIAH1 antagonists	GPR55 LPI antagonism	AID2073
CCCOc1ccc(/C=N/Nc2ccccn2)cc1OC	-16%	-0.3%	48	-3%	0.0%	-2.0%	3.5	-4%	6%	-3%
CC1CN(c2oc(Cc3cccc4ccccc34)nc2C#N)CC(C)O1 (stereo unspecified)	3%	-0.2%	31	5%	-0.2%	-2.4%	0.6	6%	-3%	-3%
Cc1ccc(NC(=O)COC(=O)c2cccc3c(=O)c(C)c(-c4ccccc4)oc23)cc1	-18%	0.3%	74	1%	0.2%	-1.0%	2.5	-9%	-4%	13%
Cc1ccc(CSc2nn3c(=O)c(C)nnc3s2)cc1	0%	0.3%	82	1%	0.2%	1.5%	-0.5	1%	5%	-9%
COc1ccc2nc3oc(C(=O)Nc4ccc(OC)c(OC)c4)cc3cc2c1	13%	0.2%	94	6%	0.2%	-0.8%	0.6	-1%	1%	4%
COc1ccc(COC(=O)C2=C(C)NC(=O)NC2c2ccc(F)cc2)cc1 (stereo unspecified)	5%	0.7%	81	14%	-0.6%	-1.3%	0.3	-2%	7%	8%
COC(=O)c1cccc(Cn2c(Cl)c(/C=N/NC(=O)c3ccccc3Cl)sc2=O)c1	12%	-0.1%	79	-6%	0.0%	1.2%	-3.7	.	-1%	16%
Cn1c(SCC(=O)N2CCN(c3cccc(Cl)c3)CC2)nnc1-c1ccncc1	11%	0.4%	78	-1%	0.7%	-2.1%	1.1	-2%	-1%	1%
Cc1cccc(-n2c(-c3cccc([N+](=O)[O-])c3)nc3nc4ccccc4nc32)c1	-6%	-0.1%	81	.	.	-0.1%	1.5	-7%	-15%	5%
CCOC(=O)c1c(N)n[nH]c1-c1ccccc1	24%	0.0%	46	-2%	-0.7%	-1.5%	0.3	3%	-5%	-4%
CCCOc1cccc(C2C(C(=O)c3ccco3)=C(O)C(=O)N2CCCn2ccnc2)c1 (stereo unspecified)	4%	-0.1%	59	-7%	0.1%	0.3%	-1.4	1%	3%	14%
CCCS(=O)(=O)c1c(S(=O)(=O)CCC)c2cnccn2c1C(=O)c1ccc(OC)cc1	10%	-0.1%	52	-2%	1.1%	0.0%	1.1	12%	1%	-10%
CCOC(=O)C1CCN(S(=O)(=O)c2cc(Br)cc3c2N(C(C)=O)C(C)C3)CC1 (stereo unspecified)	-5%	0.2%	83	-9%	0.0%	1.1%	2.9	14%	3%	1%
O=C(COC(=O)/C=C/C(=O)OCC(=O)Nc1ccccc1F)Nc1ccccc1F	6%	-0.1%	50	-28%	0.3%	1.6%	0.3	0%	13%	1%
Cc1ccc(Nc2nc(N)c([N+](=O)[O-])c(N3CCOCC3)n2)cc1C	-8%	-0.4%	68	-2%	-1.4%[50 µM]	0.0%	0.6	-5%	7%	-7%
Cc1cc(C)n2nc(C(=O)OCC(=O)c3c[nH]c4ccccc34)nc2n1	-11%	-0.6%	32	8%	0.8%	-0.6%	0.5	2%	-14%	13%
CCOc1ccc(-c2cc(CCCC(=O)N3CCN(c4ccc(OC)cc4)CC3)no2)cc1	-12%	0.7%	51	-1%	2.0%	-0.3%	2.8	-2%	-5%	10%
Cc1csc(C(=O)O)c1-n1cccc1	25%	-0.3%	74	2%	-0.3%	-0.2%	0.9	-7%	9%	3%
COc1c(OC2OC(C(=O)O)C(O)C(O)C2O)cc(O)c2c(=O)cc(-c3ccccc3)oc12 (stereo unspecified)	-5%	-0.2%	92	-6%	0.6%	19%	2.3	-9%	-2%	4%
Cc1c(NC(=O)c2cnn3cccnc23)c(=O)n(-c2ccccc2)n1C	14%	0.3%	56	-6%	-0.2%	1.5%	1.9	1%	8%	0%
O=C(NC1CCN(Cc2ccccc2)CC1)C12CC3CC(CC(C3)C1)C2	-8%	0.5%	87	1%	-0.3%	0.7%	-0.5	8%	12%	-4%
COc1ccc(OC)c2c1nc1n2CCS1	-13%	0.2%	45	4%	0.1%	-0.5%	1.3	1%	-5%	-1%
O=C(NC1CCCC1)c1ccc(CSCc2ccccc2F)o1	-9%	0.3%	59	-5%	8.5%	3.2%	0.4	-2%	-10%	12%
Cc1c(Cl)c([N+](=O)[O-])nn1CC(=O)NCc1cccs1	-9%	0.2%	55	-7%	5.2%	0.1%	5.7	-2%	-6%	44%
CC1CCN(C(=O)C2Cc3ccccc3CN2S(=O)(=O)c2ccc(F)cc2)CC1 (stereo unspecified)	-16%	0.0%	58	-2%	1.4%	3.4%	-0.3	1%	10%	14%

# Some values from above.
# GPR55 activation, `CCOC(=O)C1CCN(S(=O)(=O)c2cc(Br)cc3c2N(C(C)=O)C(C)C3)CC1` (stereo unspecified) → 0.2%
# GPR55 LPI antagonism, `Cc1ccc(Nc2nc(N)c([N+](=O)[O-])c(N3CCOCC3)n2)cc1C` → 7%
# NS5 inhibitors, `O=C(NC1CCCC1)c1ccc(CSCc2ccccc2F)o1` → -5%
# GPR35 arrestin U2OS, `Cn1c(SCC(=O)N2CCN(c3cccc(Cl)c3)CC2)nnc1-c1ccncc1` → 11%

# Random draw from the library; any-hit rate near 1.2%.
